ARNT TACC3 PPI: ARNT/TACC3 interaction disruption | 390,000 compounds, 0.66% hits | AlphaScreen His-ARNT PAS-B/GST-TACC3 binding, luminescence; TACC3 fragment carries E629A point mutation | inhibition, % at 9.99 µM;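 active means mean inhibition of replicates at least 50% and at least half of replicates each reaching 50%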;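 further: 0% = complete ARNT plus TACC3 wells and 100% = ARNT alone without TACC3; many hits fall short of the cut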
PglD DTNB: PglD (C. jejuni) enzyme inhibition. purified PglD enzyme, DTNB colorimetric CoA detection. inhibition, % at 12.5 µM. 360,000 compounds, 0.098% hits. AID 602405; in the data active means inhibition above about 16%, passing the limit was not always enough; further: strong numbers were not always called active
C2C12 statin: protects C2C12 myotubes from simvastatin toxicity | ATP luminescence, 48 h; scaled: DMSO 0, geranylgeraniol control 100 | AID 602340 | rescue of ATP level, % at 7.49 µM | 330,000 compounds, 0.78% hits;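 active means mean ATP rescue above about 67%, or every replicate alone reaching that limit, limit read from the data, passing the limit was not always enough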;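 further: myotubes were challenged with 10 µM simvastatin during compound exposure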
LGR2 inh: blocks bursicon-induced cAMP signaling via Drosophila LGR2 | HEK293 LGR2, CRE-luciferase, bursicon-stimulated, 4 h | inhibition, % at 9.99 µM | 380,000 compounds, 0.35% hits | AID 720647;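 active means drop in luminescence signal, shown as inhibition above about 50% in the replicate tests, limit read from the data, passing the limit was not always enough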;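 further: agonist challenge used bursicon conditioned medium at about half maximal strength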
PAX8 reporter: PAX8 transcriptional activity inhibition; RMG-I TPO-luciferase reporter, SteadyGlo, 24 h; inhibition, % at 12.6 µM; 360,000 compounds, 1.2% hits; AID 652154;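 active means mean replicate inhibition at least 60% with every replicate also reaching 60%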;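 further: luciferase light reporting Pax8 driven TPO promoter activity; plate controls were median of neutral control wells for no effect and mitoxantrone controls for full effect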
INS-1E GSIS act: primary screen for activators of insulin secretion dependent on glucose, INS-1E cells, GLuc reporter luminescence | activation, % at 16.6 µM | AID 743287 | INS-1E GLuc reporter insulin secretion, 2-3 h | 370,000 compounds, 0.61% hits;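 active means lowest replicate activation of at least 40%, so every replicate reaches that level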;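 further: 0% = median of neutral control wells and 100% = median of IBMX positive control wells; some compounds called inactive have numbers as strong as hits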
PGC1a acetyl inh: PGC1a acetylation modulation, inhibitor mode. U2OS PGC1a acetylation, AlphaScreen anti-acetyl-lysine; with virally co-expressed GCN5 acetyltransferase. inhibition, % at 15.6 µM. 350,000 compounds, 0.17% hits;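 active means every replicate shows inhibition of at least 40%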;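 further: 0% = neutral control wells and 100% = positive control wells; some results beyond the cut were filed as inactive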
Cneo AK release: Cryptococcus neoformans lysis via adenylate kinase release; C. neoformans lysis, adenylate kinase release luminescence, 4 h; normalised: neutral wells 0, clomiphene wells 100; lysis activity, % at 15 µM; 360,000 compounds, 0.2% hits; AID 651654;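 active means mean lysis activity across replicates of at least 80%, whatever share of replicates individually reach that level; inactive means mean lysis activity below 80%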
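Material: C. neoformans cells; Schedule: 4 h static compound exposure, 37 °C, read 1 h post-reagent; Measured by: adenylate kinase release luminescence; Read-out: signal increase indicating cell lysis; Controls: Clomiphene as positive lysis control.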
* hit, by the source's call; · = not tested or not shown; & = joins results of further samples.

Compound	ARNT TACC3 PPI	PglD DTNB	C2C12 statin	LGR2 inh	PAX8 reporter	INS-1E GSIS act	PGC1a acetyl inh	Cneo AK release
CCOc1cc(C2C3=C(CCCC3=O)NC3=C2C(=O)CCC3)cc(Cl)c1O	5	-6	9	·	14	·	-6	3
CCOC(=O)c1cc(C(=O)NC(C)c2ccccc2)c(C)[nH]c1=O (stereo not drawn)	-8	·	·	-5	0	0	3	·
NCCCC[C@@H]1NC(=O)c2cc([N+](=O)[O-])cc(I)c2SC[C@@H](C(N)=O)NC(=O)[C@H](CCC(N)=O)NC1=O	9	0	4	5	-3	6	-3	-1
CCCC(=O)N1CCC1(C)C(=O)Nc1ccc2nccnc2c1 (stereo not drawn)	·	0	1	-2	-3	12	13	3
CO[C@H]1CN(C)C(=O)c2cc(NC(=O)Nc3ccc(Cl)c(Cl)c3)ccc2OC[C@@H](C)NC[C@H]1C	-13	-8	-28	29	-10	3&6	-8	-4
Cc1nn(-c2ccc(F)cc2)c(N)c1C1(O)C(=O)Nc2ccccc21 (stereo not drawn)	-5	·	·	17	-10	-21	·	·
COCCCN1C(=O)C(=O)/C(=C(/O)c2ccc(S(=O)(=O)N3CCOCC3)cc2)C1c1ccc(OC)cc1 (stereo not drawn)	2	4	-5	21	-18	-12	6	-1
Cc1nn(-c2ccccc2)c(N)c1C(O)(CC(=O)C(F)(F)F)C(F)(F)F (stereo not drawn)	-13	·	5	-8	-4	18	-13	·
CN(Cc1ccc(Cl)cc1Cl)C(=O)c1cc(=O)c2ccccc2o1	4	3	-13	8	-3	-16	·	-6
OCCC1CN(Cc2cccc(F)c2F)CCN1CCc1ccccc1 (stereo not drawn)	1	-4	1	12	12	0	9	-1
CC(=O)Nc1ccc(NC(=O)CSc2nc3[nH]ncc3c(=O)n2-c2ccccc2)cc1	·	4	2	4	4	1	8	-3
CCOC(=O)c1csc(NC(=O)c2ccc(OC)c(OC)c2)n1	-2	2	13	1	·	24	0	-1
O=C(c1ccc2nc[nH]c2c1)N1CCN(c2cccc(Cl)c2)CC1	-4	0	-4	-4	0	-7	-4	0
CCC(CC)CN1CCC(CN2C(=O)C(=O)NC[C@@H]2CC(C)C)CC1	·	2	-9	12	-4	9	0	0
C#C[C@]1(O)CC[C@H]2[C@@H]3CCC4=CC(=O)CC[C@@H]4[C@H]3CC[C@@]21C	-17	2	6	4	13	·	6	-2
Cc1cc(-c2nnc(CCC(=O)NC(c3ccccc3)c3ccccc3)o2)no1	1	·	·	-53	-44	14	-11	·
CCNC(=S)N/N=C1\C(=O)c2cccc3cccc1c23	1	4	39	·	·	·	7	0
CCC(C(=O)NC(C)c1ccccc1)C(=O)NC(C)c1ccccc1 (stereo not drawn)	-3	0	-4	3	26	8	-7	0
Cc1ccc(C(=O)N2CCN(c3ccc(N4CCOCC4)nn3)CC2)cc1	8	·	·	8	-7	15	·	·
CC(NCCC1(Cc2ccccc2Cl)CCOC(C)(C)C1)c1cccs1 (stereo not drawn)	-3	-2	-1	13	2	·	-2	1
O=C(COC(=O)CCSc1ccc(Cl)cc1)Nc1ccc(F)cc1	-3	·	·	-12	6	-2	3	·
CCCOc1ccc(C2=CSC3=NCCN23)cc1[N+](=O)[O-]	1	-4	21	4	6	-16	6	2
CC(=O)c1ccc(OCC(=O)Nc2ccc3c(c2)CCC3)cc1	-2	·	·	-31	0	-5	-6	·
CCN(CC(=O)N1CCC(C(N)=O)CC1)S(=O)(=O)c1ccc(Cl)cc1	-52	4	2	0	-5	10	·	0
O=C(CCS(=O)(=O)c1cccc2nonc12)Nc1cccc2c1CCCC2	-2	0	·	·	-18	·	2	1
COc1ccc(CNC(=O)COc2ccc(OC)cc2)cc1	-4	-2	25	3	-25	-10	2	-4
Cc1ccc(C(C)C)c(OCCCN(C)Cc2ccccc2)c1	-8	·	·	15	17	19	·	·
Cc1ccc2nc(SCC(=O)NCc3ccc4c(c3)OCO4)nc(=O)n2c1	-2	0	13	-6	2	3	·	-1
CCCn1c(SCC(=O)NC(=O)NC(C)(C)C)n[nH]c1=O	-9	·	·	-8	-15	-3	·	·
O=C(NCc1ccccc1CN1CCCC1)C1CCN(C(=O)c2ccc(Cl)cc2)CC1	·	3	-28	-15	7	-2	-12	1
CNC(=O)C(C)N1c2cccc3cccc(c23)S1(=O)=O (stereo not drawn)	12	0	1	3	13	-14	·	0
Cc1ccccc1N1CCN(C2CCCN(C(=O)CCC3(C)CC3)C2)CC1 (stereo not drawn)	-13	-3	·	-10	7	-20	-3	0
O=C(NC1CCCCC1)c1cc2c(cc1Cl)N1CCCCCC1=NS2(=O)=O	2	6	8	-6	10	13	-1	13
N=C(N)SCc1nc2ccccc2c(=O)n1-c1ccccc1	11&16	·	·	-5&-2	-62&-53	5&7	·	·
CCOc1ccc(/C=C/C(O)=C2/C(=O)N(C)C3(C)CC2c2ccccc2O3)cc1OC (stereo not drawn)	-3	-3	30	38	12	-3	30	-1
O=[N+]([O-])c1cccc(-c2ccc(/C=N/NC(=S)Nc3cccc(F)c3)o2)c1	-19	·	·	-5	7	2	·	·
C[C@H](CO)N1C[C@H](C)[C@H](CN(C)C(=O)Nc2ccc(C(F)(F)F)cc2)OCCCC[C@H](C)Oc2ccc(NC(=O)Nc3cccc4ccccc34)cc2C1=O	4	2	63	-11	-16	21	·	-1
C=CCn1c(-c2cccc([N+](=O)[O-])c2)n[nH]c1=S	-6	·	·	-25	-21	20	1	0
COC(=O)c1sccc1-n1cccc1C(=O)C(=O)N1CCCCC1	-4	0	·	·	·	·	0	-2
CC(C)CC#Cc1cnc2c(c1)C(=O)N([C@@H](C)CO)C[C@H](C)[C@@H](CN(C)C(=O)c1ccccc1F)O2	35	1	-1	-14	·	-8	-27	-3
O=C(Cc1cccc2ccccc12)NC(NC(=S)Nc1ccccc1Cl)C(Cl)(Cl)Cl (stereo not drawn)	·	-4	-39	10	17	-31	-1	0
C/C(=N\NC(=O)C1COc2ccccc2O1)c1ccc(N2CCOCC2)cc1 (stereo not drawn)	7	·	·	-12	-8	1	-23	·
O=C(c1ccc(Cl)c(S(=O)(=O)N2CCOCC2)c1)N1CCN(c2ccccc2F)CC1	2	-5	2	6	-1	-11	1	3
Cc1cccc(N(CC(=O)NC(C)(C)C)C(=O)CNC(=O)c2cccs2)c1C	-4	3	3	-3	14	4	-3	1
Cc1ccc(S(=O)(=O)Cc2ccc(C(=O)NC3CCCC3)o2)cc1	-1	-3	-5	-4	-14	-15	-7	-1
COc1ccc(NC2c3ccccc3C(=O)N2c2cccnc2)cc1 (stereo not drawn)	3	7	-4	-9	9	5	3	-2
Cc1cc(Br)cc2cn[nH]c12	2	-4	0	-1	-3	13	2	-1
c1cnc(Oc2ccc3oc4ccccc4c3c2)nc1	-6	-5	-4	·	-80	·	2	1
O=C(COC(=O)CNC(=O)c1ccc(Cl)cc1Cl)NC1CCCCCCC1	-3	1	19	18	-8	6	11	-1
CCCNC(=O)C1(C)CCN(CCC(=O)c2ccc(Br)cc2)C1 (stereo not drawn)	·	1	4	2	24	-8	-2	2
Cc1ccc2oc(=O)n(Cc3ccc(F)cc3)c2c1	-8	8	5	·	·	·	·	1
COc1ccc(N2CC(=O)N(c3ccc(OC)c(OC)c3)CC2=O)cc1OC	-1	9	4	-4	·	13	-1	2
C[C@@H]1CN([C@@H](C)CO)C(=O)c2cc(NC(=O)C3CCCCC3)ccc2O[C@@H]1CN(C)C(=O)NC1CCCCC1	-5	-2	-15	-18	4	-5	-5	-2
CC1CC1C(=O)OCc1cc(=O)n2cc(Br)ccc2n1 (stereo not drawn)	·	-9	1	·	-140	·	-4	0
COc1ncccc1C(=O)NC1CCCc2c1cnn2-c1ccc(C)c(C)c1 (stereo not drawn)	3	-1	8	-9	17	-23	12	2
C[C@@H]1CN([C@H](C)CO)S(=O)(=O)c2ccc(-c3cncnc3)cc2O[C@@H]1CN(C)C(=O)c1ccc2c(c1)OCO2	-18	2	-9	10	·	11	-12	-1
COCC(=O)N1CCC(Oc2ccc(C(=O)N3C[C@@H]4CCC[C@H]3C4)cc2)CC1	1	-1	15	11	-13	6	-11	-3
CC(C)NC(=O)N(C)C[C@H]1Oc2ccc(NC(=O)CCN3CCOCC3)cc2C(=O)N([C@H](C)CO)C[C@@H]1C	-13&9	1&-3	0&1	5&15	2&7	28&-8	9	-4&0
COc1ccc(C(=O)NC(=S)N2CCCCC2c2cccnc2)cc1OC (stereo not drawn)	15	5	-16	3	·	-2	-12	-1
COC(=O)c1ccc(N2C(=O)C3C4C=CC(CC4)C3C2=O)cc1 (stereo not drawn)	19	-6	3	-8	-5	·	11	-8

Sorted by molar mass (lowest first): part of the list above
Compound	ARNT TACC3 PPI	PglD DTNB	C2C12 statin	LGR2 inh	PAX8 reporter	INS-1E GSIS act	PGC1a acetyl inh	Cneo AK release
Cc1cc(Br)cc2cn[nH]c12	2	-4	0	-1	-3	13	2	-1
COC(=O)c1ccc(N2C(=O)C3C4C=CC(CC4)C3C2=O)cc1 (stereo not drawn)	19	-6	3	-8	-5	·	11	-8
C/C(=N\NC(=O)C1COc2ccccc2O1)c1ccc(N2CCOCC2)cc1 (stereo not drawn)	7	·	·	-12	-8	1	-23	·
O=C(c1ccc(Cl)c(S(=O)(=O)N2CCOCC2)c1)N1CCN(c2ccccc2F)CC1	2	-5	2	6	-1	-11	1	3

The list goes on:
Compound	ARNT TACC3 PPI	PglD DTNB	C2C12 statin	LGR2 inh	PAX8 reporter	INS-1E GSIS act	PGC1a acetyl inh	Cneo AK release
COC(=O)C(CCCCNC(=O)OCc1ccccc1)NC(=O)CN (stereo not drawn)	-2	6	2	15	·	0	-2	-1
COCCNC(=O)c1ccc(CS(=O)(=O)c2ccccc2OC)o1	1	-2	0	7	17	·	0	0
CC(C)C(N)c1csc(NC(=O)Nc2cccc(C(F)(F)F)c2)n1 (stereo not drawn)	·	0	-9	19	40	-31	-5	0
COc1cccc(N2CCN(C(=O)c3cn(Cc4ccccc4)nc3-c3cccnc3)CC2)c1	5	-1	-97	26	52	-51	10	1
O=C(CN1CCN(Cc2cccc(F)c2)CC1)Nc1ccccc1F	-14	-7	1	0	12	4	4	1

From PubChem
